IMPase inh = qHTS Assay for Identifying the Cell-Membrane Permeable IMPase Inhibitors | Inositol monophosphatase 1 (Rattus norvegicus), P97697 | 120,000 tested, under 10 active | inhibition (IP1 accumulation), % at 46.1 µM | CHO-M1 cells, IP1 accumulation, HTRF TR-FRET ratio; active = well fitted curve in the direction sought with a large enough effect in the signal ratio, not every such curve was filed as active; inconclusive = small, poorly fitted or top-dose-only effect, or a change in a side signal; inactive = no such curve, though single readings can be large or run the other way; the % refers to the signal ratio;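 note: cells stimulated with carbachol in lithium chloride buffer; plate controls were DMSO basal wells for no effect and reference inhibitor wells for full effect; higher means more IMPase inhibition seen as more IP1 and lower FRET ratio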
Target sequence (P97697 whole entry, looked up): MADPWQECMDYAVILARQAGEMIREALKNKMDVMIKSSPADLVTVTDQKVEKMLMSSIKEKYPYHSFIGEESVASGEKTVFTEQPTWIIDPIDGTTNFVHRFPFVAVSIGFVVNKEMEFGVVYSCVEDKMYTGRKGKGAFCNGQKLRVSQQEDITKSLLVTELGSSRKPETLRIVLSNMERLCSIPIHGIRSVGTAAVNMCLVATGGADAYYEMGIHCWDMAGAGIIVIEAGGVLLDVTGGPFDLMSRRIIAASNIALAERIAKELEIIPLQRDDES
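Carbachol-driven Gq signalling in CHO-M1 cells (2000/well) generates IP1. Compounds that block IMPase raise IP1 and so reduce the FRET signal from Eu-anti-IP1 and d2-IP1 after a 10 min room-temperature lysis.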
PNC inhibitor = High Content Assay for Compounds that inhibit the Assembly of the Perinucleolar Compartment. 140,000 tested, 3.1% active. AID 2417, 2010. PC3M PTB-GFP, PNC prevalence imaging, 16 h; active compounds read low. activity change (PNC), negative = inhibition, % at 10 µM;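 active = readout at or below -70, meaning at least 70% loss of cells showing the perinucleolar compartment, a nuclear body marking cancer cells; inconclusive = readout between -30 and a set limit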;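 note: plate controls were DMSO wells for no effect and camptothecin positive control wells for full effect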
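Compounds are pinned in duplicate onto adhered PC3M cells stably expressing GFP-tagged PTB and incubated 16 h at 37 C. Cells are then fixed, nuclei stained with Hoechst, and PNC-positive cells counted.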
ALOX12 inhib = qHTS Assay for Inhibitors of 12-hLO (12-human lipoxygenase). purified 12-hLO, xylenol orange hydroperoxide absorbance. Potency, µM (top dose mostly 57.1 µM), without a hit: at the highest dose activity change, negative = inhibition, most hits filed as inhibitors. Polyunsaturated fatty acid lipoxygenase ALOX12 (Homo sapiens), P18054. 150,000 tested, 0.12% active; note: potency is the fitted concentration of half-maximal effect; nearly all actives have a fitted effect of over 55% in size; many of its hits are not listed in these tables
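Hydroperoxide formation by human 12-lipoxygenase from 40 uM arachidonic acid was followed colorimetrically via ferric-xylenol orange complex, using the 573/405 nm absorbance ratio. Enzyme concentration was 150 nM, with 30 min reaction at room temperature.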
15-hLO-2 inh = qHTS Assay for Inhibitors of 15-hLO-2 (15-human lipoxygenase 2). purified 15hLO-2, xylenol orange hydroperoxide absorbance. 110,000 tested, 0.56% active. Polyunsaturated fatty acid lipoxygenase ALOX15B (Homo sapiens), O15296. Potency, µM (highest dose often 57.1 µM), for inactives: at the top dose activity change, negative = inhibition, actives largely listed as inhibitors; note: potency is the fitted concentration of half-maximal effect; nearly all actives have a fitted effect of over 60% in size; many of its hits are not listed in these tables
Target sequence (O15296 whole entry, looked up): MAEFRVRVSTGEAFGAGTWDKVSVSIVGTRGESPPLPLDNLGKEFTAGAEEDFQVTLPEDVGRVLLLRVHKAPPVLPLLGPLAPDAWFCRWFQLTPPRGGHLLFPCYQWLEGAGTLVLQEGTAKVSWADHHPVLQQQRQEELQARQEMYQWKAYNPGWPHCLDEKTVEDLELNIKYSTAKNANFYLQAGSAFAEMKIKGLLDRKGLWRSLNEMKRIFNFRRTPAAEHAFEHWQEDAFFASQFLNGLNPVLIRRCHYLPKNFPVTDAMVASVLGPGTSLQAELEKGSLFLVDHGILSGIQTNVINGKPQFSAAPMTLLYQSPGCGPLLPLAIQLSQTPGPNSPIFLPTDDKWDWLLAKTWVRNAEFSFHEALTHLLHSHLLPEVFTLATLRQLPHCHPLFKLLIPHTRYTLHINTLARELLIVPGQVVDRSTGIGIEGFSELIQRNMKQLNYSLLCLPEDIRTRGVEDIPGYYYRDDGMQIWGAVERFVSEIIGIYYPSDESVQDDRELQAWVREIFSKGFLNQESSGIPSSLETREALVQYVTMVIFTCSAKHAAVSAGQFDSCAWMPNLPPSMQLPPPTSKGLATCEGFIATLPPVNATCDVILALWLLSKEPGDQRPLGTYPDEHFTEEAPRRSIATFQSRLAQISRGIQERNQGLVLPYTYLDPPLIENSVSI
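Purified human 15hLO-2 (50 nM final) preincubated with compounds 15 min at room temperature in 25 mM Hepes pH 7.5, 0.01% Triton X-100, then 45 uM arachidonic acid added for 90 min; hydroperoxide detected via ferrous/xylenol orange, 573/405 nm absorbance ratio.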
* marks the source's active call; other numbers are inactive results; u = inconclusive; x = not tested or not shown; [ ] = dose if it differs, or a comment. Unless noted, calls come from the whole dose curve; as a rule, active = well fitted curve in the direction sought with a large enough effect; inconclusive = small, poorly fitted or top-dose-only effect, or another doubt; inactive = no such curve, though single readings can be large; an effect the other way counts as inactive or inconclusive. Unless noted, % is set by controls: 0 for no effect and ±100 for the full control effect. Some of the compounds tested; the hit share may differ from the screen's.

The first 16 entries as a preview:
cpd	compound	15-hLO-2 inh	ALOX12 inhib	PNC inhibitor	IMPase inh
1	O=C(O)CCC(=O)Nc1ccc(F)cc1	1%	0%	-21	-2
2	Cc1sc2nc3c(C(=O)N4CCN(c5ccccn5)CC4)cccn3c(=O)c2c1C	-2%	1%	u	3
3	COc1ccccc1CN1CC(C(=O)NC2CCCCC2)CC1=O (stereo not given)	-3%	4%	10	-2
4	CN(C)C(=O)c1ccc(-n2nc(C(F)(F)F)c3c2CCCC3)cc1	-6%	-9%	51	-8
5	COc1ccc(C(=O)/C=C/Nc2ccc(S(=O)(=O)Nc3cccc(C(C)=O)c3)cc2)cc1	x	-2%	-21	-5
6	COc1ccc(Cl)cc1NC(=O)N(C)Cc1c(C)nn(C)c1C	4%	-2%	9	-12
7	CC(=O)c1sc(NC(=O)c2cc3c(C)nn(-c4ccccc4)c3s2)nc1C	-10%	0%	u	-20
8	Cc1ccc(/C(N)=N/OC(=O)N2CCOCC2)cc1	16%	6%	-11	3
9	Cc1ccc(C)c(NS(=O)(=O)c2ccc(OCC(=O)NCc3ccco3)cc2)c1	8%[2.29 µM]	2%	-90*	0
10	O=c1c2ccccc2nc(SCc2ccc([N+](=O)[O-])cc2)n1-c1ccc(Cl)cc1	x	2%	u	1
11	COc1ccc(N=c2cc(-c3ccc(OC)cc3)oc3ccccc23)cc1	x	-2%	u	6
12	O=C(c1oc(=O)c2ccccc2c1-c1ccccc1)N1CCC(O)CC1	3%	5%	-16	7
13	O=C(NCCc1ccccc1)c1c(F)c(F)c(F)c(F)c1F	x	1%	-23	x
14	Cc1cc(C(=O)NC(C)C2CCCO2)cs1 (stereo not given)	6%	2%	0	15
15	CCCCn1c(=O)c2[nH]c(C34CC5CC(CC3C5)C4)nc2n(CCCO)c1=O	-7%[0.0915 µM]	-3%[0.00818 µM]	x	x
16	COc1cc(/C=C(\NC(C)=O)C(=O)NC(C)(C)C)ccc1OC(C)=O	x	0%	84	x

The listing, from the start:
cpd	compound	15-hLO-2 inh	ALOX12 inhib	PNC inhibitor	IMPase inh
1	O=C(O)CCC(=O)Nc1ccc(F)cc1	1%	0%	-21	-2
2	Cc1sc2nc3c(C(=O)N4CCN(c5ccccn5)CC4)cccn3c(=O)c2c1C	-2%	1%	u	3
3	COc1ccccc1CN1CC(C(=O)NC2CCCCC2)CC1=O (stereo not given)	-3%	4%	10	-2
4	CN(C)C(=O)c1ccc(-n2nc(C(F)(F)F)c3c2CCCC3)cc1	-6%	-9%	51	-8
5	COc1ccc(C(=O)/C=C/Nc2ccc(S(=O)(=O)Nc3cccc(C(C)=O)c3)cc2)cc1	x	-2%	-21	-5
6	COc1ccc(Cl)cc1NC(=O)N(C)Cc1c(C)nn(C)c1C	4%	-2%	9	-12
7	CC(=O)c1sc(NC(=O)c2cc3c(C)nn(-c4ccccc4)c3s2)nc1C	-10%	0%	u	-20
8	Cc1ccc(/C(N)=N/OC(=O)N2CCOCC2)cc1	16%	6%	-11	3
9	Cc1ccc(C)c(NS(=O)(=O)c2ccc(OCC(=O)NCc3ccco3)cc2)c1	8%[2.29 µM]	2%	-90*	0
10	O=c1c2ccccc2nc(SCc2ccc([N+](=O)[O-])cc2)n1-c1ccc(Cl)cc1	x	2%	u	1
11	COc1ccc(N=c2cc(-c3ccc(OC)cc3)oc3ccccc23)cc1	x	-2%	u	6
12	O=C(c1oc(=O)c2ccccc2c1-c1ccccc1)N1CCC(O)CC1	3%	5%	-16	7
13	O=C(NCCc1ccccc1)c1c(F)c(F)c(F)c(F)c1F	x	1%	-23	x
14	Cc1cc(C(=O)NC(C)C2CCCO2)cs1 (stereo not given)	6%	2%	0	15
15	CCCCn1c(=O)c2[nH]c(C34CC5CC(CC3C5)C4)nc2n(CCCO)c1=O	-7%[0.0915 µM]	-3%[0.00818 µM]	x	x
16	COc1cc(/C=C(\NC(C)=O)C(=O)NC(C)(C)C)ccc1OC(C)=O	x	0%	84	x
17	COc1ccc2c(c1OC)C(=O)N1C(C(=O)O)Cc3c([nH]c4ccccc34)C21 (stereo not given)	-19%	-2%	3	3
18	Cc1ccc2c(SCC(=O)NCc3ccco3)nc(-c3ccc(F)cc3)nc2c1	-25%	-1%	43	-7
19	Cc1[nH]c(=O)[nH]c(=O)c1S(=O)(=O)N1c2ccc(F)cc2CCC1C (stereo not given)	-2%	6%	6	-3
20	Cc1ccc(C)c(NC(=O)c2cc3c([nH]c4ccccc43)c(C)n2)c1	-16%	14%	13	5

cpd	compound	15-hLO-2 inh	ALOX12 inhib	PNC inhibitor	IMPase inh
21	CCOC(=O)COc1cc(Br)c(C2NC(=O)NC(C)=C2C(C)=O)cc1OCC (stereo not given)	3%	-4%	0	0
22	CC(=O)N1CCCC1C(=O)O (stereo not given)	3%	4%	x	x
23	O=C(O)c1cccc(S(=O)(=O)Nc2ccc3c(c2)OCO3)c1	1%	-1%	-17	7
24	O=c1cc(CO)oc(C(Nc2ccccn2)c2ccsc2)c1O (stereo not given)	u	-29%	-26	5
25	Cc1cccc(N2CCN(C(=O)C3CCN(c4nnc(-n5cccc5)s4)CC3)CC2C)c1 (stereo not given)	x	-1%	-112*	12
26	Cc1ccc(S(=O)(=O)N2CCCC(C(=O)NCc3cccnc3)C2)cc1Cl (stereo not given)	21%	-4%	25	5
27	N#Cc1nc(COc2ccccc2)oc1N1CCC(Cc2ccccc2)CC1	-10%	-7%	2	10
28	COc1ccc(-n2c(SCC(N)=O)nc3sc4c(c3c2=O)CCN(C)C4)cc1	24%	0%	36	-4
29	COc1ccc(OC)c(NC(=O)Cn2cc(C#N)c3cc(Br)ccc32)c1	-14%	-9%	u	-9
30	Clc1cccc(Cl)c1CNC1CCCC1	6%	10%	22	3
31	Cc1cc2c(c(C)c1Br)C(c1ccc3c(c1)OCO3)CC(=O)O2 (stereo not given)	-16%[0.0915 µM]	-10%[0.00818 µM]	x	x
32	Nc1ccc(N(S(=O)(=O)c2ccccc2)S(=O)(=O)c2ccccc2)c(Cl)c1	-5%[11.4 µM]	-2%[11.4 µM]	x	x
33	Cc1ccccc1NC(=O)C1Cc2ccccc2C(=O)O1 (stereo not given)	3%	-4%	u	-6
34	CCN(CC)c1ccc(-n2cc3c(=O)n(C)c(=O)n(C)c3c2)cc1	9%	-4%	11	-16
35	CN1C(=O)c2ccc(S(=O)(=O)c3ccc(C(=O)O)cc3)cc2C1=O	1%	4%	u	7
36	O=C(Nc1ccc(Cl)c(Cl)c1)O/N=C/c1ccncc1	x	-3%	-17	x
37	Cc1nc(SCC(=O)NCCc2ccccc2)n[nH]1	-6%	-2%	-23	-1
38	COc1ccc(NC(=O)CCC(=O)OCc2ccc(Br)cc2)cc1	x	3%	62	x
39	CC(C)=CCC/C(C)=C/CC/C(C)=N/O	9%	5%	u	6
40	CCc1ccccc1NC(=O)C1C(c2ccccc2)C1(Cl)Cl (stereo not given)	-9%	-1%	47	4

Compound profiles, from the list above. Screens in order: 15-hLO-2 inh	ALOX12 inhib	PNC inhibitor	IMPase inh
Cc1sc2nc3c(C(=O)N4CCN(c5ccccn5)CC4)cccn3c(=O)c2c1C in the list: -2%	1%	u	3
O=C(c1oc(=O)c2ccccc2c1-c1ccccc1)N1CCC(O)CC1 in the list: 3%	5%	-16	7

(further entries)
cpd	compound	15-hLO-2 inh	ALOX12 inhib	PNC inhibitor	IMPase inh
41	CC(C)(C)C(=O)CSc1nc2c(c(-c3cccs3)c1C#N)CCC2	x	-1%	u	x
42	OCCn1c(Cl)nc2ccccc21	x	8%	-13	-3
43	COc1ccccc1COCC(O)CN(Cc1ccco1)Cc1ccccc1O (stereo not given)	x	-13%	-116*	x
44	COC(=O)c1c(C)nc2ccccc2c1C(=O)O	4%	4%	-24	9
45	O=C(COc1cccc2cccnc12)NCC(F)(F)F	-9%	-6%	33	-6
46	Cc1cccc(N(C(=O)CCC(=O)Nc2ccccn2)C(C(=O)NC(C)C)c2ccc(O)cc2)c1 (stereo not given)	3%	-6%	-5	0
47	O=C(Cn1[nH]c(=O)c2ccccc2c1=O)N1CC=C(c2ccccc2)CC1	-2%	3%	-19	3
48	C/C(N)=C(/C#N)C(=O)COC(=O)c1cc(S(=O)(=O)N2CCCCC2)ccc1C	-2%	-1%	u	-1
49	Cc1cccc2cc(CN(CC3CCCO3)C(=O)NC3CCCCC3)c(=O)[nH]c12 (stereo not given)	14%	-5%	16	2
50	CCOC(=O)CC(=O)Nc1c(C)cc(C)cc1C	1%	1%	u	28
51	O=C1NCCCC2c3cc(O)c4ccccc4c3OC12N1CCCCC1 (stereo not given)	u	-25%	u	u
52	COc1ccc(CCN2C(=O)C3C4CCC(C4=C(C)C)C3C2=O)cc1OC (stereo not given)	x	-1%	26	x
53	O=C(Cn1nnc(-c2ccccc2NC(=O)c2ccccc2F)n1)NCc1ccco1	-9%	3%	6	-5
54	O=C(Nc1nnc(C2CCCO2)s1)c1cccs1 (stereo not given)	-17%	2%	u	-2
55	CCC1CC(CSc2ncn[nH]2)OC1=O (stereo not given)	4%	6%	41	-20
56	C=CCOc1nc2c(c(=O)n(C)c(=O)n2C)n1C	1%	0%	-1	-4
57	Cc1ccc(C(=O)Nc2sc(C)c(-c3ccccc3)c2C(N)=O)cc1[N+](=O)[O-]	13%	-7%	30	-3
58	CSCCC(NC(=O)c1ccc(Cl)cc1)C(=O)OCC(=O)Nc1cc(Cl)ccc1C (stereo not given)	x	-9%	-25	8
59	O=C(Cn1c(=O)oc2cc(S(=O)(=O)N3CCCC3)ccc21)N1CCN(C2CCCCC2)CC1	1%	9%	-22	5
60	CC1=C(c2ccc(C)cc2)S(=O)(=O)N(CC(=O)O)C1=O	4%	4%	52	9

cpd	compound	15-hLO-2 inh	ALOX12 inhib	PNC inhibitor	IMPase inh
61	Nc1n[nH]c2ccccc12	-6%[11.4 µM]	-5%[11.4 µM]	x	x
62	Cc1ccc(N(CCC#N)C(=O)CSc2ccc3c(c2)OCCO3)cc1	-2%	2%	-1	11
63	CCCC(=O)c1ccc(-c2ccccc2)cc1	0%	-5%	37	2
64	CCOc1cc(NC(=S)Nc2cccc(OC)c2)c(OCC)cc1NC(=O)c1ccc(C)cc1	u	-17%	14	-9
65	CC(=O)Nc1ccc(S(=O)(=O)NC2(C(F)(F)F)NC(=O)N(c3ccc(Cl)cc3)C2=O)cc1 (stereo not given)	-7%	-4%	87	-4
66	Cn1c(-c2ccc3c(c2)OCO3)cnc1NCc1cccc(Cl)c1	10%	-17%	7	11
67	Cc1cc(C=C2C(=O)c3ccccc3C2=O)c(C)n1-c1ccc(Cl)cc1	-19%	6%	20	8
68	Cc1ccc(NC2=NC(c3ccccc3)n3c(nc(C)cc3=O)N2)c(C)c1 (stereo not given)	x	2%	103	14
69	CC(C)c1ccc(N2C(=O)CC(Sc3ncn[nH]3)C2=O)cc1 (stereo not given)	-15%	3%	-9	2
70	COc1ccc(-c2cc(CCCC(=O)NCCc3cc(OC)ccc3OC)no2)cc1	18%	-12%	u	7
71	CCOC(=O)N1CCN(C(=O)CCc2c(C)nc3nc(C)nn3c2C)CC1	4%	-1%	41	7
72	CCOc1ccccc1N(C)C(=O)C1CCN(S(=O)(=O)c2cccc3nonc23)CC1	1%	-3%	3	3
73	Cc1c(NC(=O)c2ccc(F)cc2)c(=O)n(-c2ccccc2)n1C	3%	5%	-6	4
74	CCOc1ccc(CN2CCN(S(=O)(=O)c3ccc(NC(C)=O)cc3)CC2)cc1OC	-13%	-15%	12	1
75	Cc1cc(C)c(N)cc1C	4%	2%	x	x
76	O=C(c1ccco1)N1CCN(C(=O)c2cnn3cccnc23)CC1	1%	-5%	37	-2

From PubChem BioAssay
